# Pf Dd2 inh: inhibitors of Plasmodium falciparum Dd2 growth | P. falciparum Dd2 growth, SYBR Green, 72 h; stronger effect = lower value | activity change, % at 10 µM | 2.3% of 94,000 active; in the data active = activity change below about -80%
# GASC1 inh: inhibitors of human demethylase GASC-1 KDM4C; inhibition, % at 12.5 µM; 0.15% of 96,000 active; AID 720574; GST-KDM4C 2-372, H3K9me3 peptide, LANCE TR-FRET; Q9H3R0;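 active = mean replicate inhibition above about 25%, with at least 55% of replicates also reaching it, limit read from the data, passing the limit was not always enough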
# Target sequence (Q9H3R0 2-372 limits assumed): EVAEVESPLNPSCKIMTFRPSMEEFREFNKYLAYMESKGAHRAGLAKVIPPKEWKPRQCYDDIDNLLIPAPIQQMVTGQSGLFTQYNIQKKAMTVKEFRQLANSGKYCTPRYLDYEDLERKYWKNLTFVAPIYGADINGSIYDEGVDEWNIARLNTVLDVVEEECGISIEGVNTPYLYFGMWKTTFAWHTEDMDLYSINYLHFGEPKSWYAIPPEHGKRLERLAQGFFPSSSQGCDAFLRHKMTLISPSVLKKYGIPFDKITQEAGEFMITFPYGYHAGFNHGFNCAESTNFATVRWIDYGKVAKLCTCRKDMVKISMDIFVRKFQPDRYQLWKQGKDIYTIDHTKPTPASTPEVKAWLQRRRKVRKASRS
#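 reagent = H3K9me3 peptide substrate, Fe(II), 2-oxoglutarate | system = GST-tagged GASC-1 (JMJD2C) catalytic fragment, aa 2-372 | amount = enzyme final amount 10 nM | read-out = Fall in 671/618 emission ratio as inhibition | medium = HEPES buffer, pH 7.5, plus ascorbate | schedule = 30 min reaction, 60 min detection, RT | measured by = LANCE TR-FRET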
# C diff HTS: inhibitors of Clostridium difficile growth | Clostridium difficile clinical isolate growth, OD600, 24 h; stronger effect = lower value | growth activity, negative = inhibition, % at 16 µg/mL (by protocol) | 0.25% of 86,000 active;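 active = mean growth activity at or below -80% and every replicate also at or below -80%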;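 note: 0% = DMSO wells and -100% = levofloxacin 16 µg/mL wells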
# Tcruzi prolif: T. cruzi proliferation inhibition; AID 624255; inhibition, % at 8.34 µM; 5.9% of 77,000 active; T. cruzi beta-gal in NIH3T3, GalScreen luminescence, 90 h;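 active = mean inhibition above about 93%, with at least 55% of replicates each passing it, limit read from the data, passing the limit was not always enough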
# Active calls of the source: *; nt = not tested or not shown; & = joins results of further samples.
SMILES,Pf Dd2 inh,GASC1 inh,C diff HTS,Tcruzi prolif
CO[C@@H]1CC[C@@H]2CCN(C)C(=O)C[C@@H](c3ccccc3)CN(C)C(=O)c3cccc(C#N)c3OC[C@@H]1O2,nt,0.0,8,18
O=C(C[C@H]1CC[C@H]2[C@@H](COC[C@H](O)CN2S(=O)(=O)c2ccccc2)O1)NCCN1CCCC1,-1,-1.7,-4,nt
C[C@H](CO)N1C[C@H](C)[C@H](CN(C)Cc2ccc(Oc3ccccc3)cc2)Oc2c(NC(=O)Nc3ccc4c(c3)OCO4)cccc2C1=O,-13,-1.6,-2,88
CCC(=O)N1C[C@H](C)[C@H](OC)CN(C)C(=O)c2cc(NC(=O)c3ccccc3)ccc2OC[C@@H]1C,-10,0.7,nt,14
C[C@H]1CN([C@@H](C)CO)C(=O)c2cc(C3=CCCC3)cnc2O[C@@H]1CN(C)C(=O)Nc1ccc(F)cc1,-74,0.7,-13,nt
Cc1ccc(S(=O)(=O)N[C@H]2CC[C@@H](CC(=O)NCc3ccccc3F)O[C@@H]2CO)cc1,3,-1.1,-6,14
C[C@@H]1CCCCO[C@@H](CN(C)C(=O)C2CCCCC2)[C@@H](C)CN([C@H](C)CO)C(=O)c2cc(NS(=O)(=O)c3cccs3)ccc2O1,-11,-1.3,-7,51
CCCC(=O)Nc1ccc2c(c1)C(=O)N(C)C[C@@H](OC)[C@@H](C)CN(Cc1ccccn1)[C@H](C)CO2,-6,0.2,nt,7
C[C@@H]1CN([C@@H](C)CO)C(=O)c2cc(NS(=O)(=O)c3cn(C)cn3)ccc2O[C@@H](C)CCCCO[C@@H]1CN(C)C(=O)C1CCCCC1,13,0.9,3,28
CCCC(=O)Nc1ccc2c(c1)C(=O)N(C)C[C@@H](OC)[C@@H](C)CN(CC1CCCC1)[C@@H](C)CO2,-4,0.0,nt,-131
C[C@@H]1CCCCO[C@@H](CN(C)C(=O)CCC(F)(F)F)[C@H](C)CN([C@H](C)CO)C(=O)c2cc(NS(=O)(=O)c3cccs3)ccc2O1,-14,3.6,-4,30
C[C@@H]1CN([C@@H](C)CO)S(=O)(=O)c2ccc(C#CCN(C)C)cc2O[C@H]1CN(C)Cc1ccccc1F,-74,0.4,-3,116*
O=C(C[C@H]1CC[C@H]2[C@@H](COC[C@@H](O)CN2S(=O)(=O)c2ccccc2F)O1)NCc1ccccc1F,-34,-2.4,0&-1,34
O=C(C[C@H]1C=C[C@@H](NC(=O)C2CCC2)[C@@H](CO)O1)NCc1ccccc1Cl,-22,-1.4,4,nt
CO[C@H]1CN(C)C(=O)c2ccc(NC(C)=O)cc2OC[C@H](C)N(CC2CC2)C[C@H]1C,-4,0.7,2,-17
C[C@H](CO)N1C[C@H](C)[C@@H](CN(C)Cc2ccc(-c3ccccc3)cc2)Oc2c(NC(=O)c3ccc(-c4nccs4)cc3)cccc2C1=O,-86*,-5.0,3,90
COCC(=O)N1CC2(C1)[C@@H](c1ccccc1)[C@@H](CO)N2C(=O)NC1CCCC1,31,-0.5,2,nt
COc1cccc(-c2ccc3c(c2)O[C@H](CN(C)C)[C@@H](C)CN([C@@H](C)CO)S3(=O)=O)c1,-11,-0.4,-7,nt
C[C@@H]1CN([C@@H](C)CO)C(=O)Cc2cc(NC(=O)C3CCCCC3)ccc2O[C@@H]1CN(C)Cc1ccc(C(=O)O)cc1,-10,-0.8,0,36
CO[C@@H]1CN(C)C(=O)c2ccc(NS(C)(=O)=O)cc2OC[C@H](C)N(Cc2ccccc2)C[C@H]1C,4,3.6,7,-73
CCCNC(=O)N1CC2(CCN(Cc3ccccn3)CC2)c2c(n(C)c3cc(OC)ccc23)[C@@H]1CO,-64,1.3,-3,nt
Cc1noc(C)c1NC(=O)N(C)C[C@@H]1Oc2ccc(NC(=O)Nc3ccc(F)cc3)cc2C(=O)N([C@H](C)CO)C[C@@H]1C,40,5.9,-2,9
CC(C)NC(=O)N[C@@H]1CC[C@@H](CC(=O)N2CCCCC2)O[C@@H]1CO,19,-0.6,nt,11
C[C@@H]1CN([C@H](C)CO)S(=O)(=O)c2ccc(C#CC3(O)CCCC3)cc2O[C@@H]1CN(C)C(=O)Cc1cccnc1,30,1.6,-1,-7
Cc1noc(C)c1NC(=O)N(C)C[C@@H]1Oc2ccc(NC(=O)C3CC3)cc2CC(=O)N([C@H](C)CO)C[C@@H]1C,-25,-3.2,1,-11
O=C1CNC[C@H]2[C@@H](c3ccc(-c4ccccc4F)cc3)[C@H](CO)N12,-8,-0.1,-3,nt
C[C@H]1CN([C@@H](C)CO)C(=O)CCCn2cc(nn2)CO[C@H]1CN(C)C(=O)Nc1ccc(-c2cccs2)cc1,3,-1.8,nt,-71
C[C@@H]1CCCCO[C@@H](CN(C)C(=O)CCC(F)(F)F)[C@@H](C)CN([C@H](C)CO)C(=O)c2cc(NC(=O)Nc3ccccc3)ccc2O1,-7,-0.4,-3,-30
C/C=C/c1ccc([C@@H]2[C@H]3CN(C(=O)Nc4ccc(OC)cc4)CC(=O)N3[C@H]2CO)cc1,-5,-0.5,-3,nt
C/C=C/c1cnc2c(c1)C(=O)N([C@H](C)CO)C[C@@H](C)[C@H](CN(C)C(=O)Nc1ccc(C(F)(F)F)cc1)O2,2,-0.2,-6,108
COc1ccc(S(=O)(=O)N[C@H]2CC[C@@H](CC(=O)NCc3ccccc3F)O[C@@H]2CO)cc1,11,-0.3,-1,4
CCCN1C[C@H](C)[C@@H](OC)CN(C)C(=O)c2cc(NS(=O)(=O)c3cn(C)cn3)ccc2OC[C@H]1C,-2,-0.6,nt,11
Cc1noc(C)c1NC(=O)N(C)C[C@@H]1OCCCC[C@H](C)Oc2ccc(NC(=O)c3ccccc3)cc2C(=O)N([C@@H](C)CO)C[C@@H]1C,-74,1.2,nt,-25
CO[C@H]1CN(C)C(=O)c2ccc(NS(=O)(=O)CC(F)(F)F)cc2OC[C@H](C)NC[C@H]1C,9,-0.1,nt,-53
COc1ccc(NC(=O)Nc2ccc3c(c2)CC(=O)N([C@H](C)CO)C[C@H](C)[C@@H](CN(C)S(=O)(=O)c2c(C)noc2C)O3)cc1,-25,1.2,-7,28
C[C@H]1CN([C@@H](C)CO)C(=O)c2cc(C#CC(C)(C)O)cnc2O[C@H]1CN(C)Cc1ccccn1,13,-0.5,1,nt
N#C[C@@H]1[C@@H](c2ccc(C3=CCCC3)cc2)[C@H](CO)N1C(=O)C1CCC1,31,4.0,0,77
C[C@@H]1CN([C@H](C)CO)C(=O)c2cc(NS(=O)(=O)c3cn(C)cn3)ccc2O[C@@H]1CN(C)Cc1ccc(Cl)c(Cl)c1,10,-0.4,-6,46
Cc1noc(C)c1NC(=O)N(C)C[C@H]1OCCCC[C@H](C)Oc2ccc(N(C)C)cc2C(=O)N([C@@H](C)CO)C[C@@H]1C,46,10,1,34
C[C@@H]1CCCCO[C@@H](CN(C)Cc2ccc3c(c2)OCO3)[C@@H](C)CN([C@H](C)CO)C(=O)c2cc(NC(=O)Nc3cccc4ccccc34)ccc2O1,31,-1.9,nt,93

# 5 entries already listed, ordered by the number in Pf Dd2 inh, smallest number first:
molecule | Pf Dd2 inh
O=C1CNC[C@H]2[C@@H](c3ccc(-c4ccccc4F)cc3)[C@H](CO)N12 | -8
C[C@H]1CN([C@@H](C)CO)C(=O)CCCn2cc(nn2)CO[C@H]1CN(C)C(=O)Nc1ccc(-c2cccs2)cc1 | 3
COc1ccc(S(=O)(=O)N[C@H]2CC[C@@H](CC(=O)NCc3ccccc3F)O[C@@H]2CO)cc1 | 11
C[C@H]1CN([C@@H](C)CO)C(=O)c2cc(C#CC(C)(C)O)cnc2O[C@H]1CN(C)Cc1ccccn1 | 13
CC(C)NC(=O)N[C@@H]1CC[C@@H](CC(=O)N2CCCCC2)O[C@@H]1CO | 19

# (listing goes on)
SMILES,Pf Dd2 inh,GASC1 inh,C diff HTS,Tcruzi prolif
CCCC(=O)N1CC2(CN(C(=O)CC3CC3)C2)c2c(n(C)c3cc(OC)ccc23)[C@@H]1CO,-43,0.3,-3,nt
O=C(CC(F)(F)F)N1C[C@H]2[C@@H](c3ccccc31)[C@@H](CO)N2C(=O)C1CCOCC1,-3,-0.1,-1,16
COc1ccc(NC(=O)Nc2ccc3c(c2)CC(=O)N([C@H](C)CO)C[C@H](C)[C@@H](CN(C)S(=O)(=O)c2ccccc2)O3)cc1,-1,-3.5,3,-17
O=C(Nc1ccc(F)cc1)N1[C@H](CO)[C@@H]2c3ccccc3NC[C@@H]21,5,-0.3,3,15
CO[C@@H](CN(C)C(=O)Nc1ccc(Cl)cc1)[C@H](C)CN(Cc1ccccc1Cl)[C@H](C)CO,-35,-0.3,nt,85
O=C(Nc1ccc(Cl)cc1)N[C@H]1CC[C@@H](CCn2cc(-c3ccccc3F)nn2)O[C@H]1CO,-4,0.6,6,154*
C[C@@H]1CCCCO[C@@H](CN(C)C(=O)C2CCCCC2)[C@@H](C)CN([C@@H](C)CO)C(=O)c2cc(NS(=O)(=O)c3ccc(F)cc3)ccc2O1,-37,0.5,-2,70
COCC(=O)N1C[C@@H]2[C@H](c3ccccc31)[C@H](CO)N2Cc1cc(F)ccc1F,6,-0.4,-2,16
CC(C)NC(=O)N(C)C[C@H]1Oc2c(cccc2N(C)C)C(=O)N([C@H](C)CO)C[C@H]1C,21,-0.7,0,-1
COc1cccc(C#Cc2ccc([C@H]3[C@@H](CO)N4C(=O)CN(C(=O)Cc5ccccc5)C[C@@H]34)cc2)c1,-19,-1.0,3,nt
CC(C)NC(=O)Nc1ccc2c(c1)C(=O)N([C@H](C)CO)C[C@H](C)[C@@H](CN(C)S(C)(=O)=O)OCCCC[C@H](C)O2,13,0.9,nt,-84
COCC#Cc1ccc2c(c1)O[C@H](CN(C)S(=O)(=O)c1cccc(OC)c1)[C@@H](C)CN([C@@H](C)CO)S2(=O)=O,-41,-0.4,2,58
CCS(=O)(=O)N1CCCCN2[C@H](CO)[C@H](c3ccc(-c4ccccc4F)cc3)[C@@H]2C1,0,-1.2,-6,96*
CC(=O)N(C)C[C@H]1Oc2ncc(C#CC3(O)CCCC3)cc2C(=O)N([C@H](C)CO)C[C@@H]1C,15,0.2,2,12
CCCNC(=O)N1[C@H](CO)[C@H](c2ccccc2)[C@H]1CNC(=O)c1ccc(F)cc1,13,-0.4,-2,24
CNC[C@H]1Oc2ccc(NC(=O)Cn3cnnn3)cc2C(=O)N([C@H](C)CO)C[C@H]1C,22,0.9,1,1
CC(C)NC(=O)N(C)C[C@@H]1Oc2ccc(NC(=O)CCCCCC(=O)Nc3ccccc3N)cc2CC(=O)N([C@@H](C)CO)C[C@@H]1C,17,1.0,-6,16
CC(C)C#Cc1ccc([C@H]2[C@@H](CO)N(C(=O)c3cccc(F)c3)[C@H]2C#N)cc1,-69,-0.9,7,93
CO[C@H]1CN(C)C(=O)c2ccc(NC(=O)Nc3cccc(F)c3)cc2OC[C@H](C)N(C(C)=O)C[C@H]1C,-25,-0.9,nt,17
C[C@@H]1CN([C@H](C)CO)C(=O)c2cc(C3=CCCC3)cnc2O[C@@H]1CN(C)C(=O)c1ccncc1,27,6.6,4,-45
Cc1noc(C)c1NC(=O)Nc1ccc2c(c1)C(=O)N([C@@H](C)CO)C[C@H](C)[C@@H](CN(C)C(=O)NC1CCCCC1)O2,8,-1.8,11,-45
C[C@H]1CN([C@@H](C)CO)C(=O)c2cc(-c3cncnc3)cnc2O[C@@H]1CN(C)Cc1ccc(F)cc1,1,-0.5,-2,35
C[C@@H]1CN([C@H](C)CO)C(=O)Cc2cc(NC(=O)Cc3ccccc3)ccc2O[C@H]1CN(C)C(=O)Nc1ccc(C(F)(F)F)cc1,11,0.4,4,35
CO[C@H]1CN(C)C(=O)c2cc(NC(=O)c3ccccc3)ccc2OC[C@@H](C)N(C(=O)C2CC2)C[C@@H]1C,-43,1.3,nt,36
C[C@@H](NC(=O)C[C@H]1C[C@H]2c3cc(NC(=O)C4CCC4)ccc3O[C@H]2[C@H](CO)O1)c1ccccc1,-14,-0.8,2,-6
O=C(C1CCCC1)N1CC(=O)N2[C@H](CO)[C@H](c3ccc(C#CCc4ccccc4)cc3)[C@H]2C1,-15,1.9,-13,nt
CN(C[C@@H]1N[C@H](CO)[C@@H]1c1ccc(-c2cccc(F)c2)cc1)C(=O)CC1CC1,-4,4.0,6,nt
CO[C@H]1CN(C)C(=O)c2cc(NC(=O)C3CCCC3)ccc2OC[C@H](C)N(C(=O)CC2CC2)C[C@@H]1C,4,0.2,nt,-8

# 5 of these compounds in a different format:
mol | Pf Dd2 inh | GASC1 inh | C diff HTS | Tcruzi prolif
C[C@@H]1CN([C@H](C)CO)C(=O)Cc2cc(NC(=O)Cc3ccccc3)ccc2O[C@H]1CN(C)C(=O)Nc1ccc(C(F)(F)F)cc1 | 11 | 0.4 | 4 | 35
CO[C@H]1CN(C)C(=O)c2cc(NC(=O)c3ccccc3)ccc2OC[C@@H](C)N(C(=O)C2CC2)C[C@@H]1C | -43 | 1.3 | nt | 36
CO[C@H]1CN(C)C(=O)c2cc(NC(=O)C3CCCC3)ccc2OC[C@H](C)N(C(=O)CC2CC2)C[C@@H]1C | 4 | 0.2 | nt | -8
C[C@H]1CN([C@@H](C)CO)C(=O)c2cc(-c3cncnc3)cnc2O[C@@H]1CN(C)Cc1ccc(F)cc1 | 1 | -0.5 | -2 | 35
Cc1noc(C)c1NC(=O)Nc1ccc2c(c1)C(=O)N([C@@H](C)CO)C[C@H](C)[C@@H](CN(C)C(=O)NC1CCCCC1)O2 | 8 | -1.8 | 11 | -45

# Rows are unselected (roughly 6.8% active in at least one column).
